Screening data as filed in PubChem BioAssay.
Rad51 HR inh = Rad51 (human) homologous recombination inhibition; hRad51 DNA strand exchange, fluorescence dequenching; Q06609; inhibition, % at 10 µM; AID 1385; hit rate 0.085% among 200,000;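 active = inhibition above 40% at the single screening dose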;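 also: 0% = DMSO control wells and 100% = blanks with heterologous ssDNA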
Target sequence (Q06609 whole entry, looked up): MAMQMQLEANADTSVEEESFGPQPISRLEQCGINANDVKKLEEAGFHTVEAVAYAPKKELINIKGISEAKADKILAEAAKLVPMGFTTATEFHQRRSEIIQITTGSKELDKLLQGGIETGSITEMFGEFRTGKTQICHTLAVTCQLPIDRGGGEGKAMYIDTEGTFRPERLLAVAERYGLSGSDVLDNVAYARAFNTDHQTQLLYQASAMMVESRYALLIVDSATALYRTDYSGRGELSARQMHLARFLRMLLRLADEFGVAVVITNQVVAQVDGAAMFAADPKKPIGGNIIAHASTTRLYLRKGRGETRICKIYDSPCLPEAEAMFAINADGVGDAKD
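Material: hRad51 filaments on single-stranded DNA; Reagent: Donor/quencher-labelled 47-bp dsDNA substrate; Compound: 10 µM final, single point; Schedule: 37 °C 15-min filament assembly, 30-min compound preincubation, 15-min exchange; Technique: FRET fluorescence, excitation 485 nm, emission 520 nm; Benchmarks: control wells and blank wells on each plate.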
NCF1 inh = inhibitors of human p47phox binding; p47phox/p22phox peptide binding, fluorescence polarization, 2 h; inhibition, % at 24.7 µM; hit rate 0.53% among 220,000;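 also: 0% = p47phox with labelled peptide and 100% = labelled peptide alone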
Cl transport mod = KCC2 (human) Cl- transport modulation; Q9H2X9; B-score of Tl+ flux slope (higher = more flux/activation; lower = inhibition) at 10 µM; AID 1456; hit rate 2.2% among 190,000; KCC2 cells, thallium flux FluoZin-2 fluorescence;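 active = thallium flux slope and its plate-corrected score both differing from the plate sample mean at a set confidence after two filtering rounds, in either direction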;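 also: slope of fluorescence scaled to starting intensity during 10 to 20 s after thallium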
eIF4E-4G inh = inhibitors of eIF4E and eIF4G interaction in translation initiation; P63073+Q04637; TR-FRET eIF4E-eIF4GI(517-606) binding, 2 h; inhibition, % at 21.7 µM; AID 782; hit rate 0.37% among 220,000;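 also: 0% = full FRET control wells and 100% = background wells lacking eIF4GI fragment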
Thrombin inh = thrombin (human) inhibition; P00734; alpha-thrombin, Boc-VPR-AMC fluorogenic substrate cleavage; inhibition, % at 5 µM; hit rate 0.26% among 220,000; AID 1046;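 active = inhibition at or above 40%; inactive = inhibition below 40%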;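 also: 0% = enzyme with no compound and 100% = wells without enzyme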
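Test system: human alpha-thrombin protein / Dosing: one concentration per compound, 5 µM, with 0.2% DMSO / Medium: pH 7.5 Tris-saline with Tween 20 / Benchmarks: no-compound enzyme wells and no-enzyme blanks / Read-out basis: percent inhibition of thrombin substrate cleavage / Timing: reaction at room temperature / Measured by: fluorescence, ex 355 nm, em 460 nm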
EBV gp42 block = EBV gp42 inhibition | Fluorescence polarization binding assay, mP read-out | AID 1085 | inhibition, % (tested at 21.74 µM) | Q1HVG2 | hit rate 0.42% among 220,000; in the data active = inhibition above about 50%
Target sequence (Q1HVG2 whole entry, looked up): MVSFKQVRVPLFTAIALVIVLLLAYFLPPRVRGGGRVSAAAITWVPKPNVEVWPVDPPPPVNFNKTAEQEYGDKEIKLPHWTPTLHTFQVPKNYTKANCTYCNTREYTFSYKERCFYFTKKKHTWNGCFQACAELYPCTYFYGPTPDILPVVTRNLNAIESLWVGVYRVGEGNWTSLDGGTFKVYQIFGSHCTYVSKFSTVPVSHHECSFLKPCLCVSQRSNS
Furin inhibitor = human furin inhibition; P09958; purified furin, fluorogenic substrate cleavage; inhibition, % at 30 µM; hit rate 0.061% among 220,000; AID 463115; in the data active = inhibition above about 25%; also: inactives centre near -15
14-3-3 Bad PPI = disrupts binding of bovine 14-3-3 zeta to phospho-Bad peptide | P63103 | TR-FRET 14-3-3zeta/Dy647-pBad peptide displacement, 1 h | inhibition, % at 21.7 µM | hit rate 0.71% among 220,000;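 active = inhibition above about 70%, limit read from the data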;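 also: 0% = full 14-3-3 plus peptide FRET controls and 100% = background without 14-3-3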
Target sequence (P63103 whole entry, looked up): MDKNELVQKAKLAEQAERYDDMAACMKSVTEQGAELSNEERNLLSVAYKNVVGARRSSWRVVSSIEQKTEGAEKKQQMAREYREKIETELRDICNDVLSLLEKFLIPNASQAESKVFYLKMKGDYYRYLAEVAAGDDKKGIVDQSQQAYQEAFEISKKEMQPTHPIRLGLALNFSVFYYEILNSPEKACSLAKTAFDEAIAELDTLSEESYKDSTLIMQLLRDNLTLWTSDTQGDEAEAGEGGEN
hK5 inh = blocks human kallikrein 5 protease activity; Q9Y337; hit rate 0.59% among 210,000; AID 873; inhibition, % at 5 µM; recombinant hK5, fluorogenic AMC substrate cleavage;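 active = inhibition of 40% or more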;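 also: 0% = enzyme controls without compound and 100% = no-enzyme blanks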
Target sequence (Q9Y337 67-293 limits assumed): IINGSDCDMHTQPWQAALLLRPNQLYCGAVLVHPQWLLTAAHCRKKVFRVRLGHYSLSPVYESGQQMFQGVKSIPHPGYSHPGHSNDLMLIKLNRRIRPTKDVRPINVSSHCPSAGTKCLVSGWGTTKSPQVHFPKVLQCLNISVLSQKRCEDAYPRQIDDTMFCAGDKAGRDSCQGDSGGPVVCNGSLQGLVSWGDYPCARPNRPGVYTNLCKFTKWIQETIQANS
Active calls of the source: *; / = not tested or not shown; [ ] = remark or other dose.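 The calls were made as follows, unless noted: active = inhibition above about 30% (limit read from the data); inactive = the rest.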 The order is random. About 4.7% of those tested had a hit in this group.

SMILES	Rad51 HR inh	NCF1 inh	Cl transport mod	eIF4E-4G inh	Thrombin inh	EBV gp42 block	Furin inhibitor	14-3-3 Bad PPI	hK5 inh
COc1ccccc1OCCCCCNCCO	-2	-4	0.24	-9[fluorescence artefact?]	-4	-1	-22	6[fluorescence artefact?]	-2
COc1ccc(S(=O)(=O)Cc2ccc(C(=O)N3CCN(c4cccc(C)c4C)CC3)o2)cc1	7	-20	0.84	8	12	5	-17	4	-3
CCCSC(=O)N(CC)CC(=O)Nc1c(CC)cccc1CC	2	-12	-1.2	1	4	-13	-8[20 µM]	-5	1
CC1(NC(=O)c2cc(S(=O)(=O)N3CCCCC3)ccc2Cl)CCS(=O)(=O)C1 (stereo not drawn)	-7	-8	0.32	0[fluorescence artefact?]	-1	-8	-9[20 µM]	14	4
O=C1CCCC(O)=C1Sc1ccccc1C(=O)O	16	-3	0.66	7	-4	-4	-13	4	-9
CC1CCCN(CC(=O)Nc2ccc(S(=O)(=O)N3CCCCC3)cc2)C1 (stereo not drawn)	34	-9	0.26	0	0	-5	-17[20 µM]	9	-18
COc1ccc(CNC(=O)C(C)Sc2ccc(C)cc2)cc1 (stereo not drawn)	12	3	-1.1	-8	-1	-8	-1	45	-6
c1ccc2cc3c(NCCN4CCOCC4)ccnc3cc2c1	3	2	-0.11	-4	-4	-4	-82	-27	-29
COC(=O)c1ccc(CNC(=O)COC(=O)CC23CC4CC(CC(Br)(C4)C2)C3)cc1	-28	-7	-0.15	9	-2	-9	-20	21	-16
CC(CC(=O)NC1CCCC1)c1ccccc1 (stereo not drawn)	-6	3	0.71	-1	15	-7	-5[20 µM]	-9	60*
CCCCNC(=O)n1c(SC)nc2ccccc21	2	-14	-0.55	-4[fluorescence artefact?]	2	-11	-7[20 µM]	-7[fluorescence artefact?]	-5
O=C(CSc1nc2ccccc2s1)NNC(=O)Nc1ccc(Cl)c(Cl)c1	10	-7	/	-2	-4	-6	-19[20 µM]	-6	-1
O=C(CN1C(=O)c2ccccc2C1=O)Nc1cccc(S(=O)(=O)Nc2ccccc2Cl)c1	-2	-7	-0.57	10	-12	-5	-13	4	-19
COc1cccc(-c2cc(C(F)(F)F)nc(N3CCOCC3)n2)c1	-4	-8	/	3	-3	-5	0	-5	3
CCOC(=O)c1ccc(N2C(=O)CC(N(C)Cc3ccccc3)C2=O)cc1 (stereo not drawn)	6	-4	-0.82	2	-20	-11	-26[20 µM]	8	4
CCOC(=O)c1cc(C(=O)OCC)c2cc(Br)ccc2n1	-3	-12	/	11[fluorescence artefact?]	-2	-8	-10[20 µM]	-7[fluorescence artefact?]	-2
Cc1ccc(C(=O)N/N=C\c2c(C)nn(-c3ccccc3)c2Cl)cn1	-1	6	-0.48	4	12	-7	-11	13	41*
CCc1ccc(NC2=NC(C(=O)NC3CCCCC3)CC(=O)N2)cc1 (stereo not drawn)	-6	-4	-0.33	-3	3	-3	-17[20 µM]	0	9
CC1Sc2ccc(Cl)cc2-c2nc(N)ncc21 (stereo not drawn)	-36	-16	-0.088	-1	-11	1	-3	7	23
O=C(OCc1nc2ccccc2s1)c1cc2ccccc2oc1=O	8	-11	-1.7	7	-2	-7	-24	34	-11
COC(=O)C1CCN(C(=O)COC(=O)Cn2cnnn2)CC1	3	2	1.4	-4	4	-20	-8	25	-23
Cc1cc2ccccc2c(=O)n1CC(=O)NCC(=O)N1CCN(c2cccc(Cl)c2)CC1	-4	6	/	-4[fluorescence artefact?]	-3	-23	-10	17[fluorescence artefact?]	-2
c1ccc(CSc2ncnc3c2cnn3-c2ccccc2)cc1	21	0	0.34	-1[fluorescence artefact?]	-10	-2	-14	-2[fluorescence artefact?]	-15
CSC1=NCCN1S(=O)(=O)c1ccc(F)cc1	6	-5	1	1	-4	-32	-31	-5	4
COc1cccc(-n2c(-c3ccco3)nc3nc4ccccc4nc32)c1	/	-68	-0.9	7	1	-15	-11	-5	-6
COC(=O)c1nnn(-c2ccc(Cl)c(Cl)c2)c1C(=O)OC	22	5	-2	-1	4	3	-12	-7	-8
Cc1cc(C(=O)N2CCN(S(=O)(=O)c3ccccc3F)CC2)c(C)o1	-9	4	0.094	0	18	1	-11	1	10
CCC(=O)Nc1nnc(SCc2ccccc2F)s1	-2	0	1.3	1	-9	-9	-26	-2	-1
O=C(Cc1nc(-c2ccc([N+](=O)[O-])cc2)cs1)Nc1ccccc1	1	-16	/	4	5	-6	-21[20 µM]	5	5
Cc1cc(C)cc(N(C(C)C(=O)Nc2c(C)n(C)n(-c3ccccc3)c2=O)S(C)(=O)=O)c1 (stereo not drawn)	-5	-5	0.92	0	5	-5	-21[20 µM]	-3	2
Oc1c(C=NCc2ccccc2)sc2ccccc12	-9	-14	-0.18	-3	4	0	-5	-7	-3
COc1ccc(/C(O)=C2\C(=O)C(=O)N(c3cc(C)on3)C2c2ccccc2OC)cc1C (stereo not drawn)	0	-12	-1.1	-2	-1	-15	-15	9	1
COc1cc(OC)cc(C(=O)N[C@H](C(=O)OCC(=O)c2ccc(F)cc2)C(C)C)c1	10	-1	-0.3	2	-8	-11	-28	-3	-4
COc1cccc(C(=O)OC(C)CN2CCCC2)c1 (stereo not drawn)	/	-3	0.86	-5	2	-2	-23	6	13
CCOC(=O)c1cc(-c2ccc(OC)cc2)nc2c1c(C)nn2CCC#N	10	-15	-2.2	3[fluorescence artefact?]	-3	-6	-9[20 µM]	14	-18
CC1=CC(C)[C@H](/C=N/n2c(=O)[nH]c3c([nH]c4ccc(C)cc43)c2=O)C(C)C1 (stereo partly drawn)	-2	3	-1.1	3	32	-2	-18	4	8
O=C(NCC(F)(F)F)N1CCOCC1	11	-6	0.81	0	4	-4	-9[20 µM]	-4	3
c1ccn(-c2ccc(-c3ccn[nH]3)cc2)c1	-1	-7	-0.045	3	-7	1	4	-23	2
O=C(Nc1ccc2c(c1)OCCO2)c1c(F)c(F)c(F)c(F)c1F	-5	63*	-0.53	1	1	-25	-20[20 µM]	9	-7
Cc1ccc(C(=O)CCNc2ccc(Cl)cc2)o1	8	5	/	8	-2	3	-14[20 µM]	-4	10
Cc1c(C(=O)O)c(C(=O)O)c2n1CCS2	5	-15	0.066	1	-3	-15	-26	5	-3
Cc1ccc(C(=O)N/C(=C/c2cccs2)C(=O)N2CCCCC2)cc1	-6	-4	0.37	0	-19	-16	-27	-4	1
C/C(=N\NC(=O)OC(C)(C)C)c1ccc[nH]1	2	-7	0.37	3	-8	-13	-20	-4	4
CS(=O)(=O)Nc1ccc(OCc2ccccc2)cc1	-1	-48	-0.28	6[fluorescence artefact?]	0	-19	-28[20 µM]	-1	-1
Cc1c(NC(=O)Cn2nc(C(=O)O)c3ccccc3c2=O)c(=O)n(-c2ccccc2)n1C	6	-9	0.11	1	-3	-16	-24[20 µM]	-12[fluorescence artefact?]	-28
COc1ccc(OCC(=O)OCC(=O)N2CC(=O)Nc3ccccc32)cc1	/	1	0.41	0	-1	12	-15	-2	3
COc1cccc(-n2c(=S)sc3c(=O)n(-c4ccccc4OC)c(SCC4OCCO4)nc32)c1	11	3	-0.086	3	2	11	-9	1	1
O=C(CC1C(=O)NCCN1C/C=C/c1ccccc1)NCCCC1CCCC1 (stereo not drawn)	-8	-16	-1.3	-2	-13	6	-18	-4	-1
Cc1nnc(-c2ccc(N3CCCCCC3)c([N+](=O)[O-])c2)o1	/	1	-0.62	4	-7	-10	-3	-9	3
CSC1=C(C#N)C(CC(C)C)C(C(C)=O)=C(C)N1 (stereo not drawn)	/	-7	-1.3	-6	-12	-10	-11	2[fluorescence artefact?]	-24
Cc1cccc(N2CCN(C(=O)COc3ccc4c(c3)CCC4)CC2)c1C	1	-8	-0.16	3[fluorescence artefact?]	-9	-2	2	-3	-3
CC(C)(C)NC(=O)NC(=O)COC(=O)c1nc(-c2ccccc2)n(-c2cccc(C(F)(F)F)c2)n1	16	-24	-0.65	-3	2	-17	-20	-3	-12
COc1cccc(OCc2nnc(SCc3cc(=O)[nH]c4ccccc34)o2)c1	1	13	-0.98	5	-5	-3	-21	0	0
COc1ccccc1NC(=O)COC(=O)C12CC3CC(CC(Cl)(C3)C1)C2	14	-12	0.76	2	2	-15	-21	-14	-10
CCOc1ccc(N2C(=O)C3ON(c4ccccc4)C(c4ccco4)C3C2=O)cc1 (stereo not drawn)	-6	-1	1	4	-3	-2	-20	1	/
CCC1CO/C(=C(\C(=C(Cl)Cl)N2CCOCC2)[N+](=O)[O-])N1 (stereo not drawn)	6	-9	0.29	1	-3	-21	-22	94*	3
CCCn1c(SC(C)C(=O)O)nc2ccccc21 (stereo not drawn)	1	11	0.3	-1[fluorescence artefact?]	1	-8	-9[20 µM]	83*	-12
CC(Oc1ccccc1)C(=O)Nc1cccc([N+](=O)[O-])c1 (stereo not drawn)	-73	-2	-1.1	2	3	-2	-14	-16	-7
CCOC(=O)c1c(C)oc2ccc(NS(=O)(=O)c3ccc(C(=O)O)cc3)cc12	3	4	/	-4	-6	-3	-19	-7	17
CCOC(=O)c1c(-c2ccc(OC)c(OC)c2)csc1NC(=O)C1CCCO1 (stereo not drawn)	4	2	-0.89	-4	0	11	-11	-15	-6

In another format: results already given
| molecule | Rad51 HR inh | NCF1 inh | Cl transport mod | eIF4E-4G inh | Thrombin inh | EBV gp42 block | Furin inhibitor | 14-3-3 Bad PPI | hK5 inh |
| --- | --- | --- | --- | --- | --- | --- | --- | --- | --- |
| C/C(=N\NC(=O)OC(C)(C)C)c1ccc[nH]1 | 2 | -7 | 0.37 | 3 | -8 | -13 | -20 | -4 | 4 |
| COc1ccccc1NC(=O)COC(=O)C12CC3CC(CC(Cl)(C3)C1)C2 | 14 | -12 | 0.76 | 2 | 2 | -15 | -21 | -14 | -10 |
| CS(=O)(=O)Nc1ccc(OCc2ccccc2)cc1 | -1 | -48 | -0.28 | 6[fluorescence artefact?] | 0 | -19 | -28[20 µM] | -1 | -1 |
| Cc1ccc(C(=O)N/C(=C/c2cccs2)C(=O)N2CCCCC2)cc1 | -6 | -4 | 0.37 | 0 | -19 | -16 | -27 | -4 | 1 |
| CC(Oc1ccccc1)C(=O)Nc1cccc([N+](=O)[O-])c1 (stereo not drawn) | -73 | -2 | -1.1 | 2 | 3 | -2 | -14 | -16 | -7 |
| COc1cccc(-n2c(=S)sc3c(=O)n(-c4ccccc4OC)c(SCC4OCCO4)nc32)c1 | 11 | 3 | -0.086 | 3 | 2 | 11 | -9 | 1 | 1 |
| COc1ccc(OCC(=O)OCC(=O)N2CC(=O)Nc3ccccc32)cc1 | / | 1 | 0.41 | 0 | -1 | 12 | -15 | -2 | 3 |

Other entries.
SMILES	Rad51 HR inh	NCF1 inh	Cl transport mod	eIF4E-4G inh	Thrombin inh	EBV gp42 block	Furin inhibitor	14-3-3 Bad PPI	hK5 inh
CC(C)c1nnc(NC(=O)CCC(=O)NCC2CCCO2)s1 (stereo not drawn)	/	-4	2.4	1	-5	2	-30	6	-3
COc1ccc(Cc2c(N)nc(N)nc2N)cc1	-3	/	-0.23	/	-6	/	-7[20 µM]	/	-6
O=C(NC1CCCCC1)NC1CC2CCC(C1)N2Cc1nnnn1Cc1ccc2c(c1)OCO2 (stereo not drawn)	/	-10	0.14	9	2	-8	-4[20 µM]	-7	-5
O=C(Nc1ccon1)c1cccc(Cl)c1	10	-9	0.49	4	-3	-7	-25[20 µM]	8	2
Cc1sc(NC(=O)CSc2nnnn2C2CCCC2)c(C#N)c1C	-5	-18	1.7	6	-10	9	-21	-24	-9
CC(c1nnc(SCn2nnc3ccccc3c2=O)n1-c1ccc(Cl)cc1)N(C)C (stereo not drawn)	1	8	0.55	9[fluorescence artefact?]	1	-21	-5	10	8
